KCNQ2 inh: KCNQ2 potassium channel inhibitors, primary screen, cell-based, CHO-K1, FluxOR thallium flux, B-score (AID 2156); 20 min; active compounds read low; B-score at 10 µM; O88943; hit rate 1.1% among 310,000;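 active means fluorescence ratio B-score at most minus 3 library SDs, with starting brightness B-score within 2 library SDs, cut at about -5.5 in these data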
Kir21 block: Kir2.1 (mouse) channel inhibition | P35561 | HEK293-Kir2.1, FluxOR thallium flux fluorescence; active compounds read low | B-score at 10 µM | hit rate 0.85% among 310,000 | AID 1672;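 active means fluorescence ratio B-score at or below minus 3 SD of library scores, with starting-brightness B-score within 2 SD, cut at about -4.2 in these data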;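 further: channel flux triggered by added potassium and thallium sulfate stimulus; B-score of peak minus minimum fluorescence over baseline after thallium stimulus; more negative B-score means stronger Kir2.1 block with less thallium influx; some compounds called inactive have numbers as strong as hits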
Target sequence (P35561 whole entry, looked up): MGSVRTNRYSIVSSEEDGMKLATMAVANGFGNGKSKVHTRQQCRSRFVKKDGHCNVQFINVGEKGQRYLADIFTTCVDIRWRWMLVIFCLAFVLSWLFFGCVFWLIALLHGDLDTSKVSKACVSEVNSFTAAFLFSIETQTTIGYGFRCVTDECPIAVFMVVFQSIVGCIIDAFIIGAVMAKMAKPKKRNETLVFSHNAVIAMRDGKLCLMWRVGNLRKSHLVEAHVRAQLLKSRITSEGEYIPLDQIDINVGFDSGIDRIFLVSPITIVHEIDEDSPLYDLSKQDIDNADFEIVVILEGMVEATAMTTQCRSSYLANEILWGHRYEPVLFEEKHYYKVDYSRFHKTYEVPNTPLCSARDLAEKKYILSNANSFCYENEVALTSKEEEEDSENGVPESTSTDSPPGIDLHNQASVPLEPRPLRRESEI
STK33 inh: inhibitors of human STK33 kinase; purified STK33, MBP phosphorylation, ADP-Glo luminescence; inhibition, % at 10 µM; hit rate 0.073% among 320,000; AID 2661;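 active means inhibition at or above 25%, using the most active replicate where run in duplicate; inactive means inhibition below 25%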
Target sequence (Q9BYT3 whole entry, looked up): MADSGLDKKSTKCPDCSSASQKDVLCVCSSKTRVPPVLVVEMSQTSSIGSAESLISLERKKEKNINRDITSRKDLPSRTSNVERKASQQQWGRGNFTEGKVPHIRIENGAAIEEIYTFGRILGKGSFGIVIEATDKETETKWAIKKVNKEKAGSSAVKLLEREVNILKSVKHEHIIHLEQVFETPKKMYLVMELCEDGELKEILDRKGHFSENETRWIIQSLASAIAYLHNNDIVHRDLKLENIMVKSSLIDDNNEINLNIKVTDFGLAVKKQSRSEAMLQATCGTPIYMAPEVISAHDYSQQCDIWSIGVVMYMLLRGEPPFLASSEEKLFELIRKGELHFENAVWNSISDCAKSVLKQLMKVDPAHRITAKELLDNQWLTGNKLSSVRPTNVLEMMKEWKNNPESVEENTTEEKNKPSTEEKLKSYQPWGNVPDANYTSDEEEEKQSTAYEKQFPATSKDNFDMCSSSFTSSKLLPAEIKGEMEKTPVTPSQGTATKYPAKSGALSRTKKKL
* marks the source's active call; other numbers are inactive results; i = inactive; x = not tested or not shown. Rows are unselected; any-hit rate near 1.9%.

Molecule,KCNQ2 inh,Kir21 block,STK33 inh
COc1ccc(NC(=O)N(C2CCCCC2)C(C)c2cccnc2)c(OC)c1 (stereo not given),i,0,0.9
NC(=O)CCNC(=O)c1ccc(Cl)cc1,i,-0.01,-0.8
N#CC/C(N)=N/Nc1nc2ccccc2nc1Cc1ccccc1,i,0.1,-1.6
COc1ccc(CCNC(=O)C(=O)Nc2ccc3nc4n(c(=O)c3c2)CCCCC4)cc1OC,i,0.01,8.6
COc1ccccc1CN1CCCC(C(=O)N2CCCCC2)C1 (stereo not given),i,-0.21,-1.6
CCOC(=O)C1[C@H]2C(=O)N(C(C)c3ccc(OC)cc3)C[C@]23C=C[C@H]1O3 (stereo not given in full),i,-0.15,-1.7
CCOc1ccc(CCNC(=O)CSC(=S)N2CCCC2)cc1OCC,i,-1.79,-1.2
CCCO/N=C1/C(=O)N(c2ccccc2)c2ccccc21,i,-1.37,-0.6
O=C(CSc1nnnn1-c1ccc(F)cc1F)Nc1ccccc1F,i,-1.64,0.0
Cc1ccoc1C(=O)Nc1ccc2ccccc2c1,i,1.7,1.0
COc1cccc(/C=C2\SC(=O)N(CCC(=O)NC3CCS(=O)(=O)C3)C2=O)c1 (stereo not given),i,0.17,-0.8
O=C(Cc1ccc(F)cc1)N/N=C/c1ccc(-c2ccc(Cl)c(C(=O)O)c2)o1,i,-0.51,2.5
Cn1c(C(=O)O)c(S(=O)(=O)c2ccc(Cl)cc2)c2ccccc21,i,-0.38,0.4
NC(=O)NCCC1=CCCCC1,i,1.22,-0.5
COc1cc(C(=O)NC(CCSC)C(=O)OCC(=O)NC(=O)C2CCCCC2)cc(OC)c1OC (stereo not given),i,1.27,0.2
CCCCN1CCNC[C@@H]1Cc1ccc(O)cc1,i,0.4,-1.3
COc1ccc(/C=C2/C(=O)N(c3c(F)c(F)c(F)c(F)c3F)N=C2C)cc1,i,0.83,1.2
O=S(=O)(Nc1ccc(-n2cnnn2)cc1)c1ccc(F)c(F)c1F,i,0.95,-2.4
O=C1C=C(c2ccccc2)CC(c2ccc(F)cc2)C1 (stereo not given),i,0.03,-1.5
Cc1c(C)n(C(=O)CSc2nc3ccccc3[nH]2)c2ccccc12,-10.7*,0.14,1.5
O=C(O)C1C2CCC(O2)C1C(=O)Nc1cccc(Cl)c1 (stereo not given),i,-0.81,-0.9
O=C(O)C1C2CC2CN1C(=O)c1ccc(Cl)cc1Cl (stereo not given),i,-1.19,-0.2
COc1cccc(CC(=O)Nc2ccccc2C(=O)N2CCOCC2)c1,i,0,-1.7
CC1CCN(S(=O)(=O)c2cccc(C(=O)NC3CCCCC3)c2)CC1,i,-0.42,-1.3
CCOC(=O)C1=C(C)NC(=O)NC1c1ccc(N(C)C)cc1 (stereo not given),i,-0.77,x
COc1cccc(N2C(=O)[C@H]3C(C(=O)c4cnccn4)=NN[C@H]3C2=O)c1,i,1.63,1.4
COc1cccc(NC(=O)CC2(CC(=O)O)CCCC2)c1,i,-0.82,0.2
O=C(O)CCCC(=O)NCc1c(Cl)cccc1Sc1ccc(Cl)cc1,i,-0.76,0.1
CCOc1cc(C(=O)NC(C)COC)cc(OCC)c1OCC (stereo not given),i,0.02,-0.6
Cc1nn(CC(=O)NC(C)c2ccccc2)c(C)c1[N+](=O)[O-] (stereo not given),i,0,-1.1

Record cards, as listed above.
`CCOC(=O)C1=C(C)NC(=O)NC1c1ccc(N(C)C)cc1` (stereo not given) across the screens: KCNQ2 inh: i; Kir21 block: -0.77; STK33 inh: x
`CCOc1ccc(CCNC(=O)CSC(=S)N2CCCC2)cc1OCC` across the screens: KCNQ2 inh: i; Kir21 block: -1.79; STK33 inh: -1.2

More structures.
Molecule,KCNQ2 inh,Kir21 block,STK33 inh
COc1cccc(CNC(=O)c2ccc(NC(=O)C3=CSCCO3)cc2)c1,i,-0.35,-0.3
O=C(Cc1ccc(Cl)cc1)NC1CCCN(Cc2ccccc2F)C1 (stereo not given),i,-0.78,-1.7
Cc1ccc(-c2[nH]ncc2/C=N/n2c(COc3ccccc3C)nc3ccccc3c2=O)cc1,i,-0.91,-0.7
Cn1c(=O)c2c(ncn2CC(=O)Nc2ccccc2Sc2ccccc2)n(C)c1=O,i,-1.1,-0.3
Cc1c(NC(=O)C2CCCCC2)cc(C(=O)N2CCOCC2)cc1[N+](=O)[O-],i,-0.96,-1.7
COc1cccc2c1OCC/C2=N\NC(=O)COc1ccc(C)cc1,i,0.3,-0.6
COCCNC(=O)COc1ccc(Oc2ccccc2)cc1,i,-0.09,0.2
CCN1CCCC(NC(=O)c2cc([N+](=O)[O-])ccc2OC)C1 (stereo not given),i,-0.18,-0.2
Cc1cccc2[nH]c3c(=O)n(CCN4CCNCC4)cnc3c12,i,-1.99,-0.1
Cc1ccc(C(=O)N2CCN(c3ncccn3)CC2)cc1,i,-0.37,0.3
CC(C)N(CC#CCC(O)(c1ccccc1)c1ccccc1)C(C)C,i,-0.23,-0.9
CCOc1ccc(CCNS(=O)(=O)c2ccc3c(c2)oc(=O)n3C)cc1OCC,i,0.06,-0.5
O=C(C[n+]1cc(Br)cc2ccccc21)c1ccc(Br)cc1,-6.1*,-1.28,1.5
CC1(C)Cc2c(c(-c3ccco3)nc3sc4c(NCC5CCCO5)ncnc4c23)CO1 (stereo not given),i,1.3,1.6
CCNc1nc(NCC)n2c(SC(C(=O)Nc3cc(C)ccc3OC)c3ccccc3)nnc2n1 (stereo not given),i,-0.6,x
COc1ccc(C(=O)COC(=O)c2cccnc2Cl)c(OC)c1,i,0.65,-3.9
Cn1ccs/c1=N\S(=O)(=O)c1ccc(C(C)(C)C)cc1,i,-0.32,-0.8
CCC(C)NS(=O)(=O)c1ccc(NC(=O)c2ccc([N+](=O)[O-])cc2Cl)cc1 (stereo not given),i,-2.28,-1.2
CC1CN(C2CCN(C(=O)COc3ccc(Cl)cc3)CC2)CC(C)O1 (stereo not given),i,-0.57,0.4
COc1cccc(CN(C)C(=O)C(Cc2ccccc2)NC(=O)c2ccccc2)c1OC (stereo not given),i,2.28,-0.3
COc1cc(/C=N/NC(=O)c2cc(-c3cccc(Br)c3)nc3ccccc23)cc(OC)c1O,i,-0.99,-1.1
O=C(N[C@@H](Cc1ccccc1)c1nc2ccccc2[nH]1)c1cc([N+](=O)[O-])ccc1Cl,i,0.48,1.5
Cc1ccc(C)c(-n2nnnc2Sc2nc([N+](=O)[O-])nn2C)c1,i,-0.03,x
CC(=O)c1cc(-c2ccccc2)n(CC(=O)N2CCCC2)c1C,i,0.39,-2.5
CC(=O)c1c(C)oc2ccc(N(C(C)=O)S(=O)(=O)c3ccc(Cl)c([N+](=O)[O-])c3)cc12,i,0.49,-1.4
CC1(C(O)(C#CC[N+]2(C)CCCCC2)c2ccccc2)CCCC1 (stereo not given),i,1.61,-1.7
Cc1ccc(C(c2nnnn2CCc2ccccc2)N2CCC(C)CC2)cc1 (stereo not given),i,-0.19,-1.1
CC(C)=CC(=O)N1CC[C@@H](N2CCN(c3ccccc3F)CC2)[C@H](O)C1,i,1.25,-1.0
OCc1ccccc1CNCc1ccccc1,i,0.97,-0.1
COc1ccc(C(C)=O)cc1COC(=O)Cc1n[nH]c(=O)c2ccccc12,i,-0.55,0.3

New compounds follow:
structure,KCNQ2 inh,Kir21 block,STK33 inh
Cc1[nH]nc(SCC(=O)NC(C)c2ccccc2)c1[N+](=O)[O-] (stereo not given),i,-2.35,0.2
Cc1ccc(-n2c(NN)nc3ccccc3c2=O)c(C)c1,i,-1.58,0.1
CCOC(=O)c1ccc(N2C(=O)c3n[nH]c(C)c3C2c2ccccn2)cc1 (stereo not given),i,0.07,-1.7
C[C@H](NC(=O)CCCn1nnc2ccccc2c1=O)C(=O)O,i,1.22,0.1
C(=N\Nc1nc(-c2ccccn2)nc2ccccc12)/c1ccccc1,i,1.12,-1.7
Cc1ccc(-c2noc(CCCC(=O)NC3CCCCC3)n2)cc1,i,-0.04,1.9
CCOc1cc(/C=C2\SC(=S)N(NS(=O)(=O)c3ccccc3)C2=O)ccc1O,i,-0.57,0.4
O=C(c1cccs1)N1CCN(CCCc2ccccc2)CC1,i,-1.23,0.0
Cc1cc(NC(=O)c2c(C)noc2C)no1,i,-0.38,-1.4
N#C/C(=C\c1cc(O)c(O)c(O)c1)C(N)=O,i,-0.62,8.5
Cn1cccc1C(=O)OCC(=O)Nc1cccc(S(=O)(=O)N2CCOCC2)c1,i,1.15,-1.3
Cc1ccc(C(C)C)c(OCC(=O)NCC(c2cccs2)N2CCOCC2)c1 (stereo not given),-8.42*,-6.22*,-2.1

The list goes on.
structure,KCNQ2 inh,Kir21 block,STK33 inh
O=C(Nc1ccccc1N1CCCC1)c1ccccc1Cl,-6.08*,0.06,-1.3
CC1=C(C(=O)OC(C)C)C(C2CC=CCC2)NC(=O)N1 (stereo not given),i,1.71,-0.4
Cn1cnnc1SCc1ccc(C#N)cc1Cl,i,2.93,0.8
CC1CCN(C(=O)C2c3ccccc3C(=O)N3CCc4ccccc4C23)CC1 (stereo not given),i,0.35,-0.3
CCN(C(=O)COC(=O)c1sccc1C)c1c(N)n(Cc2ccccc2)c(=O)[nH]c1=O,i,-0.54,-1.3
CC(C)(C)c1nnc(NC(=O)c2ccc3c(c2)OCO3)s1,i,-1.41,-0.3
CCOc1ccccc1C(=O)NCC(=O)OCCOc1cccc(Cl)c1,i,1.52,0.7
Cc1ccc(NS(=O)(=O)c2ccccc2[N+](=O)[O-])cc1C,i,-1.17,-0.8
CCC(C)(C)n1nnnc1C(C(C)C)N1CCSCC1 (stereo not given),i,-0.22,0.4
C[C@H](NC(=O)OC(C)(C)C)c1nnc(SCC(N)=O)o1,i,-0.34,-1.1
O=C(NCc1ccco1)C(c1cccs1)N(C(=O)C1COc2ccccc2O1)c1cccc(O)c1 (stereo not given),i,-1.17,-2.1
CN(Cc1c(C(=O)N/N=C/c2cccs2)nnn1-c1nonc1N)c1ccccc1,i,-0.04,-1.7

An excerpt from above in order of SMILES length, rising:
structure,KCNQ2 inh,Kir21 block,STK33 inh
Cn1cnnc1SCc1ccc(C#N)cc1Cl,i,2.93,0.8
CC1=C(C(=O)OC(C)C)C(C2CC=CCC2)NC(=O)N1 (stereo not given),i,1.71,-0.4
CCOc1ccccc1C(=O)NCC(=O)OCCOc1cccc(Cl)c1,i,1.52,0.7
CC1CCN(C(=O)C2c3ccccc3C(=O)N3CCc4ccccc4C23)CC1 (stereo not given),i,0.35,-0.3

(listing goes on)
structure,KCNQ2 inh,Kir21 block,STK33 inh
CCOc1ccc(/C=C/C2=NNC(=O)CC2)cc1,i,0.46,1.8
CCC(CC)C(=O)c1c[nH]c(C(=O)N2CCN(c3ccc(OC)cc3)CC2)c1,i,1.83,-0.1
COc1ccc(C(=O)COC(=O)CNC(=O)c2cccc(OC(F)F)c2)cc1,i,-1.81,-1.9
CCC(=O)N1CCc2cc(S(=O)(=O)Nc3ccccc3C)ccc21,i,0.05,-0.8
CCCCOC(=O)Nc1ccc(S(=O)(=O)Nc2ccc([N+](=O)[O-])cc2)cc1,i,-0.48,-0.1
COc1ccc(NC(=O)CSc2ccc3c4c(cccc24)C(=O)c2ccccc2-3)cc1,i,-0.95,-0.4
CC1CCN(CCCn2c(=S)[nH]c3ccc(N4CCOCC4)cc3c2=O)CC1,i,-0.32,-0.3
O=C(CNS(=O)(=O)c1ccccc1Br)OCC(=O)N1CCc2ccccc21,i,-0.16,-1.5
Cc1cccc(C)c1Nc1c(-c2ccccn2)nc2ccccn12,i,-1.43,-0.7
O=C(Nc1ccccc1C(=O)Nc1ccncc1)c1ccccc1,i,-0.31,4.3
COc1cc(CCC(=O)NNC(=O)c2ccc(Cl)cc2)cc(OC)c1OC,i,0.86,-2.3
CCOc1ccc(-c2cc(C(=O)OC)nc3c2c(=O)n(C)c(=O)n3C)cc1,i,0.59,-0.1

Next structures
structure,KCNQ2 inh,Kir21 block,STK33 inh
CCOc1ccccc1OCC(=O)Oc1ccc(C)c(C)c1,i,1.2,1.8
CCCCC1(C)NC(=S)N2N1C(=S)NC2(C)CCCC (stereo not given),i,1.87,-1.9
COc1ccc(CCN2Cc3c(cccc3[N+](=O)[O-])C2=O)cc1OC,i,0.68,-1.5
O=C(OCc1nnc(-c2ccccc2)o1)c1ccc2ccccc2n1,i,1.75,-1.1
CN1CCN(CC(=O)Nc2cc(N3CCOCC3)ccc2[N+](=O)[O-])CC1,i,-0.8,-2.0
Cc1cccc(NC(=O)c2cc(NC(=O)C3CC=CCC3C(=O)O)ccc2N2CCOCC2)c1 (stereo not given),i,-0.99,-0.9
Cc1nc2ncnn2c(N2CCCC(C(=O)Nc3ccc4c(c3)CCC4)C2)c1C (stereo not given),i,-1.2,-0.7
O=C(Cn1cnc2c(nnn2Cc2ccccc2F)c1=O)NCC1CCCO1 (stereo not given),i,2.24,-0.1
CSC1=C(C#N)C(c2ccncc2)C(C(=O)Nc2ccccc2)=C(C)N1 (stereo not given),i,-2.25,-1.2
C=CCNC(=O)CC1C(=O)NCCN1Cc1c(F)cccc1Cl (stereo not given),i,-0.23,0.2
CCCCN(CC)Cc1ccc(CNC(=S)Nc2cccc(F)c2)o1,i,-0.01,-0.8

Compound activity deposited in PubChem BioAssay by several laboratories.
